Screens: PubChem, National Center for Advancing Translational Sciences (NCATS)
rTrxR1 inhibitor – inhibitors of rat thioredoxin reductase 1; O89049; AID 588453; 390,000 compounds, 1% hits; recombinant rTrxR1, NADPH fluorescence consumption, selenite substrate; Potency, µM (series often up to 114 µM), inactives show at the highest dose activity change, negative = inhibition, hits mostly inhibitors; further: potency means the concentration at half of the fitted maximal effect; on the % scale 0 is the no-effect control and ±100 the full control effect; nearly all actives have a fitted effect of over 65% in size
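Rat TrxR1 (90 nM in the dispensed reagent) was pre-reduced with 400 uM NADPH for 5 min at room temperature, then incubated with compound for 15 min. After 400 uM selenite was added, NADPH fluorescence (Ex 340/Em 450 nm) was followed for 8 min.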
USP1-UAF1 inh – USP1/UAF1 (human) deubiquitinase inhibition | O94782 | recombinant USP1/UAF1, Ub-Rhodamine cleavage fluorescence | Potency, µM (series often up to 57.1 µM), for the others: top-dose activity change, negative = inhibition, usual class: inhibitors | 390,000 compounds, 0.23% hits | AID 743255; further: potency means the concentration at half of the fitted maximal effect; on the % scale 0 is the no-effect control and ±100 the full control effect; nearly all actives have a fitted effect of over 60% in size; inactives centre near -12
Target sequence (O94782 whole entry, looked up): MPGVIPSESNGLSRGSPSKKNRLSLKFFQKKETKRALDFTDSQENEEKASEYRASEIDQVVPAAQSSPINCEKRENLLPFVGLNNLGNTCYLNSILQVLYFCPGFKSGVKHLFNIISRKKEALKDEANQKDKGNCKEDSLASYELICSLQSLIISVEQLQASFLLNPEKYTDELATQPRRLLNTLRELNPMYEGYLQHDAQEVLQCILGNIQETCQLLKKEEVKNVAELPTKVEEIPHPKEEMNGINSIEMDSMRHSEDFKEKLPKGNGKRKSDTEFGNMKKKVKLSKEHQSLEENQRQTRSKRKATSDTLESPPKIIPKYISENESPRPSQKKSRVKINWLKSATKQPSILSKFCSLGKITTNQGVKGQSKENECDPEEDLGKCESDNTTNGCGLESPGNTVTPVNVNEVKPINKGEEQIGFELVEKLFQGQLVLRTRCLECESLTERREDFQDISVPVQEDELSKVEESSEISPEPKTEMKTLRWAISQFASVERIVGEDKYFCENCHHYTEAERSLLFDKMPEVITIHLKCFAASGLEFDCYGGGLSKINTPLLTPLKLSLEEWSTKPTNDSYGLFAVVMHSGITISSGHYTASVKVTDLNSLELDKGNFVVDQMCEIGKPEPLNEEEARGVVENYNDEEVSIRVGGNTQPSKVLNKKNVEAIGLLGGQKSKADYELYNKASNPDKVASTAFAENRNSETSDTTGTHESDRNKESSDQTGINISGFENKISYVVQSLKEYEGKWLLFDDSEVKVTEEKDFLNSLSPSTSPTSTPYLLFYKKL
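USP1/UAF1 complex (1 nM) preincubated 15 min at room temperature with compound, then Ub-Rho substrate (150 nM final) added. Kinetic fluorescence at 480/540 nm over 6 reads at 60 s intervals; 50 mM HEPES pH 7.8, 0.5 mM EDTA, 0.1 mg/ml BSA, 1 mM TCEP, 0.01% Tween-20.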
D2 antagonist – antagonizes the human D2 dopamine receptor | P14416 | HEK293 TREx D2 cells, calcium flux, dopamine EC80 | inhibition, % at 10 µM | 340,000 compounds, 2% hits; in the data active means inhibition above about 30%; further: 0% is about no effect
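Cells plated overnight at 30 C with tetracycline; no-wash calcium dye, 30–90 min RT; 10 s baseline; compound pinned; 180 s read; EC80 dopamine added; another 180 s read.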
D2 agonist – agonists of human D2 dopamine receptor. activation, % at 2 µM. AID 485358. HEK293 T-REx D2 cells, calcium flux agonist mode. 340,000 compounds, 0.53% hits;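 active means activation over 3 SD above normal in the single-dose calcium agonist read, cut at about 30% in these data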; further: 0% is about no effect
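HEK293 Trex D2 cells, tetracycline-induced, o/n 30 C 5% CO2; no-wash Ca dye, RT 30–90 min; 10-cycle baseline, 23 nl cpd added, kinetic Ca read 180 s; agonist hits = positive Ca response.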
Pin1 inh – human Pin1 inhibition | Q13526 | Pin1 FP peptide displacement, HiFluor488, 10 min | Potency, µM (doses to about 115 µM), inactives show top-dose activity, negative = inhibition, hits mostly inhibitors | 390,000 compounds, 0.009% hits; active means well fitted inhibition curve with a large enough effect in the polarisation, with a control signal flat, not every such curve was filed as active; inconclusive means small, poorly fitted or top-dose-only effect, or effect the other way, or a change in a side signal; inactive means no such curve, though single readings can be large or run the other way; the % refers to the polarisation; further: potency means the concentration at half of the fitted maximal effect; on the % scale 0 is the no-effect control and ±100 the full control effect
Target sequence (Q13526 whole entry, looked up): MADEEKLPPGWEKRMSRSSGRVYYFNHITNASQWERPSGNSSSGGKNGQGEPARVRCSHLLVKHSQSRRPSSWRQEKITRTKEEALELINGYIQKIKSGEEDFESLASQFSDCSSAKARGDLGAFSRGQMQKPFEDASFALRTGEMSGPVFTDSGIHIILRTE
TRHR enhancer – allosterically enhances the human TRH receptor | AID 493056 | P34981 | enhancement, % at 2 µM | 360,000 compounds, 0.66% hits | TRHR cells, fluo-8 calcium fluorescence, EC20 TRH enhancement; in the data active means enhancement above about 30%; further: 0% is about no effect
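TRHR-expressing cells loaded with fluo-8 calcium dye were read kinetically (ex 480/em 530) during compound addition, then stimulated with an EC20 of TRH (10 nM final). Enhancement of the Gq-mediated intracellular calcium response was scored.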
TRHR ag – agonists of human TRH receptor. P34981. activation, % at 2 µM. TRHR cells, calcium flux fluo-8, FDSS agonist mode. 360,000 compounds, 0.18% hits. AID 493084; in the data active means activation above about 30%; further: 0% is about no effect
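Agonist-mode FDSS calcium read (Ex 480/Em 530, 1 s cycles) in 1536-well TRHR cells with fluo-8 dye, after 10-cycle baseline and 23 nL compound addition; TRH at EC20 (10 nM final) added afterwards for the enhancer phase.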
mIDH1 inhibitor – blocks human mutant IDH1 R132H enzyme; O75874; IDH1-R132H enzyme, NADPH consumption, diaphorase/resazurin fluorescence; 390,000 compounds, 0.093% hits; Potency, µM (series often up to 76.6 µM), for the others: top-dose activity change, negative = inhibition, usual class: inhibitors; further: potency means the concentration at half of the fitted maximal effect; on the % scale 0 is the no-effect control and ±100 the full control effect; nearly all actives have a fitted effect of over 65% in size
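IDH1-R132H (0.5 ug/mL) preincubated 30 min with compound, then NADPH (0.016 mM) and alpha-KG (2 mM) added; 80 min at RT, pH 7.5. Remaining NADPH coupled via diaphorase/resazurin to fluorescence (540/590 nm); concentration-response curves normalized to no-enzyme control.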
TrxR1 substrate – is turned over as a substrate by rat TrxR1. Potency, µM (doses to about 114 µM), without a hit: top-dose activity change, negative = substrate turnover. purified TrxR1 substrate turnover, NADPH consumption readout. O89049. 390,000 compounds, 0.01% hits; further: potency means the concentration at half of the fitted maximal effect; on the % scale 0 is the no-effect control and ±100 the full control effect; nearly all actives have a fitted effect of over 50% in size
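Rat TrxR1, dispensed at 90 nM, was prereduced with 400 uM NADPH (final) for 5 min at ~22 deg C, then incubated with compound 15 min before 400 uM selenite. A first-read NADPH fluorescence drop versus no-compound background flagged substrates.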
Starred values were filed as active, the others as inactive; ? = inconclusive; . = not tested or not shown; [ ] = another dose, or the depositor's remark. Unless noted, the call rests on the fitted dose curve; in most records, active means well fitted inhibition curve with a large enough effect; inconclusive means small, poorly fitted or top-dose-only effect; inactive means no such curve, though single readings can be large or run the other way. This is a subset; the hit share may differ from the screen's.

SMILES | rTrxR1 inhibitor | USP1-UAF1 inh | D2 antagonist | D2 agonist | Pin1 inh | TRHR enhancer | TRHR ag | mIDH1 inhibitor | TrxR1 substrate
c1ccc(C2[C@H]3CN(CC4CCCCC4)[C@H](c4ccccc4)C34CC2(c2ccccc2)C4)cc1 (some centres undefined) | 1.2%[57.1 µM] | -32.9% | 3.7 | 14.2 | 46.9%[activator] | 5.2 | 0.4 | -7.2% | -7.9%
Cc1cc(C)c(S(=O)(=O)N2CCN(C(=O)N3CCCCC3)CC2)c(C)c1 | 20.1% | 2.4% | -0.4 | -0.4 | 7.3% | -2.2 | 0.2 | 0.7% | -1.4%
COc1ccc(CNC(=O)CCc2nnc3n(CC(C)C)c(=O)c4ccccc4n23)cc1 | 20.5% | ? | . | -0.2 | -1.9% | -0.5 | -0.4 | 0.0% | -0.2%
CCOC(=O)C(C(=O)Nc1nc2ccccc2s1)C1CCCCC1 (centres undefined) | 4.2% | -9.6% | -6.0 | 0.8 | ? | 0.1 | 0.6 | 2.4% | -12.9%
Cc1ccc(S(=O)(=O)c2nc(Cc3ccccc3)oc2N2CCOCC2)cc1 | 4.47µM* | -15.9% | 18.0 | -0.4 | -6.0% | -5.0 | -0.1 | 1.7% | 9.4%
Cc1ccc(NC(=O)C2C3C=CC4(O3)C2C(=O)N(CCCN2CCCCC2)C4C(=O)NC2CCCCC2)cc1C (centres undefined) | 9.7%[57.1 µM] | -10.5% | -9.2 | -0.6 | 3.0% | -1.3 | 0.6 | 18.4% | 4.1%[57.1 µM]
O=C(NCCc1ccccc1)Nc1ccc2c(c1)OCO2 | 24.1% | -24.1% | 13.4 | -1.0 | -1.7% | 4.7 | 0.3 | -1.3% | 5.3%
O=C1C2C3C=CC(C3)C2C(=O)N1CC1CCCO1 (centres undefined) | -0.3% | -22.8% | -9.3 | 0.9 | -5.6% | 1.9 | -0.5 | 2.8% | 0.1%
O=C(Cc1coc(-c2ccc(F)cc2)n1)Nc1ccccc1 | 16.1% | 0.4% | 6.9 | -0.2 | 4.7% | -5.1 | -0.2 | 2.8% | 2.8%
COC(=O)C1CCN(CC(=O)Nc2ccc(C(=O)Nc3ccccc3OC)cc2)CC1 | -3.7% | 1.5% | 27.7 | 61.6* | 1.2% | 3.4 | 0.4 | 9.6% | -9.3%
COc1ccc(NC(=O)CN(C)C(=O)CNC(=O)C2CCCCC2)cc1 | -4.4% | -5.2% | -16.6 | 1.1 | 4.2% | -1.2 | 0.5 | -1.1% | -5.0%
COCCN(CCOC)S(=O)(=O)c1ccc(C(=O)Nc2nc(C)c(C(C)=O)s2)cc1 | 5.7% | -2.0% | -25.7 | 0.2 | -1.1% | 1.0 | 0.4 | 7.4% | 2.6%
Cc1ccc(-c2csc3nc4c5ccccc5c(NCCCN(C)C)nn4c(=O)c23)cc1 | 46.7% | ? | . | . | 4.1% | 0.1 | 0.8 | 11.8% | 59.7%[activator]
CC(=O)c1ccc(NC(=O)CSc2nc(-c3ccccc3C)nc3c2c(=O)n(C)c(=O)n3C)cc1 | 6.7%[57.1 µM] | -1.6% | . | . | 2.7% | 3.5 | 0.0 | 17.5% | 3.1%[57.1 µM]
CCOC(=O)c1ccc(N2C(=O)CC(N3CCC(C(=O)OCC)CC3)C2=O)cc1 (centres undefined) | -18.9% | 2.3% | 8.0 | -0.8 | -4.8% | 0.0 | 0.1 | 0.6% | -2.4%
COCCCNC(=O)c1ccc2c3c(onc13)-c1ccccc1C2=O | -34.4%[57.1 µM] | 20µM* | -17.4 | -2.2 | ? | 6.6 | -3.8 | 8.5% | -3.8%[57.1 µM]
C=CCNc1nc(N)c([N+](=O)[O-])c(Nc2cccc(Cl)c2)n1 | 26.3%[57.1 µM] | -15.7% | -16.8 | -0.8 | 32.6%[activator] | 13.5 | 0.7 | -6.2% | 3.6%[57.1 µM]
O=C(CC1C(=O)NCCN1CC1CCCCC1)NCc1ccc(F)cc1 (centres undefined) | 5.1% | -24.4% | 4.9 | 0.3 | -2.9% | -6.3 | -1.4 | -1.0% | 5.8%
CCC(=O)NC(c1cccc([N+](=O)[O-])c1)c1c(OC(C)=O)ccc2ccccc12 (centres undefined) | -6.5% | -7.6% | -3.1 | -0.2 | -2.4% | -6.1 | -1.1 | 1.8% | -6.3%
OC(COCc1cccs1)CN1CCN(c2cccc(C(F)(F)F)c2)CC1 (centres undefined) | -5.2% | -12.3% | 50.4* | 1.8 | -7.6% | 3.5 | 0.3 | 4.5% | -0.4%
O=S(=O)(c1ccc(Cl)cc1)N1CCN(Cc2cccnc2)CC1 | 7.7% | -10.4% | 5.8 | -0.1 | -12.4% | -2.7 | -0.3 | -4.3% | -0.8%
CCC(C)NC(=O)c1sc2nc(C)c(C(=O)Nc3ccc(Cl)cc3)c(-c3ccc(Br)cc3)c2c1N (centres undefined) | 39.5%[2.29 µM] | -25.2% | . | . | 41.5%[activator] | -2.7 | -0.3 | 0.0% | 9.7%
Cc1ccc(N2CC(C(=O)Nc3ccc(N(C)C)cc3)CC2=O)cc1C (centres undefined) | -8.6% | -8.6% | -3.1 | 0.0 | 2.3% | -11.1 | -1.5 | 1.6% | -3.8%
Cc1ccc(C)c(N2N=C(C(=O)Nc3ccccc3N3CCCC3)CCC2=O)c1 | 10.7% | -26.8% | -4.0 | 0.0 | 17.7% | -3.1 | -2.3 | 0.4% | -0.4%
COC(=O)c1nnn(-c2nonc2N)c1CSc1ccc(Cl)cc1 | 8.3%[57.1 µM] | 0.2% | -2.4 | -0.3 | -1.8% | -3.9 | -0.7 | 15.1% | 7.9%[57.1 µM]
N/C(=N\OC(=O)Nc1ccccc1)c1cccc(C(F)(F)F)c1 | -3.9% | -25.2% | 13.9 | -0.3 | 0.2% | 1.2 | -0.6 | 3.2% | -6.5%
Cc1cc(Cn2nnc3ccccc32)c(O)c(C(C)(C)C)c1 | 15.5%[57.1 µM] | 11.2% | 24.3 | 1.3 | ? | 2.3 | 0.0 | 7.7% | 5.8%[57.1 µM]
O=C(NCCc1c[nH]c2ccccc12)Nc1cccc2ccccc12 | 11.0% | -2.3% | -8.0 | -0.3 | 0.6% | 4.4 | -0.6 | -9.2% | 1.5%
Cc1ccc(Nc2cc(C)c3c(O)cccc3n2)cc1C | -16.4% | -10.8% | -23.4 | . | -1.1% | -0.8 | 9.6 | 67.9%[activator] | -7.6%
O=C(Nc1cccc(Cl)c1)C1COc2ccccc2O1 (centres undefined) | 8.9% | -16.2% | -13.4 | 0.4 | 0.9% | 4.1 | -0.5 | 5.8% | -0.2%

Part of the list above with just mIDH1 inhibitor, TRHR enhancer and TrxR1 substrate:
smiles | mIDH1 inhibitor | TRHR enhancer | TrxR1 substrate
O=C(NCCc1c[nH]c2ccccc12)Nc1cccc2ccccc12 | -9.2% | 4.4 | 1.5%
COCCCNC(=O)c1ccc2c3c(onc13)-c1ccccc1C2=O | 8.5% | 6.6 | -3.8%[57.1 µM]
N/C(=N\OC(=O)Nc1ccccc1)c1cccc(C(F)(F)F)c1 | 3.2% | 1.2 | -6.5%

Going on with the list.
SMILES | rTrxR1 inhibitor | USP1-UAF1 inh | D2 antagonist | D2 agonist | Pin1 inh | TRHR enhancer | TRHR ag | mIDH1 inhibitor | TrxR1 substrate
Cc1ccccc1NC(=O)C(=O)NCCc1ccccc1 | 11.1%[57.1 µM] | -9.9% | -8.6 | -0.3 | 2.4% | -2.5 | 0.3 | 21.5% | 9.7%[57.1 µM]
O=C(O)Cn1nc(N2CCN(c3ccc(F)cc3)CC2)ccc1=O | 6.2% | -27.8% | . | 2.4 | -4.6% | 11.4 | 0.9 | 11.7% | -0.6%
CCOc1ccc2c(c1)sc1nc(=O)n(-c3ccc(Cl)c(Cl)c3)c(=O)n12 | 18.2% | ? | . | 0.8 | 5.7% | -1.0 | 0.2 | -13.9% | -0.6%
CC1CCN(C(=S)c2ccc(N(C)C)cc2)CC1 | 1.4% | -11.7% | 13.1 | 0.1 | -2.2% | 24.9 | -0.7 | -7.7% | -2.5%
COC(=O)c1ccccc1NC(=S)N(C)C | 14.5%[11.4 µM] | ? | -1.9 | 0.5 | -2.7% | -6.4 | 2.0 | 27.2% | 10.7%[57.1 µM]
COc1ccc(CNC(=O)CN(C)Cc2ccc(SC)cc2)cc1 | 3.7% | -9.2% | -11.3 | 0.4 | -12.3% | 4.8 | -0.4 | 0.0% | 1.7%
CCOc1cc(C2NC(=O)NC(O)(C(F)(F)F)C2C(=O)c2ccc(OC)cc2)ccc1O (centres undefined) | 3.6% | -10.3% | -9.1 | 0.1 | 5.1% | 12.0 | -2.4 | 3.7% | 6.2%
Nc1cc[n+](CC(=O)c2ccccc2)cc1 | 2.2% | 2.2% | 15.3 | -0.4 | -6.6% | -3.7 | 0.5 | -0.3% | -4.4%
CS(=O)(=O)N(CC(=O)N1CCOCC1)c1cccc(F)c1 | 12.7%[57.1 µM] | -18.2% | . | . | 6.9% | 6.5 | 0.2 | 6.0% | 8.0%[57.1 µM]
O=C(NCc1cccnc1)Nc1cc(Cl)cc(Cl)c1 | -6.7% | -11.3% | -9.6 | 1.2 | 0.8% | 10.2 | 0.3 | -1.2% | -5.5%
CCCc1nc2ccccc2c(C(=O)N(CC)CC(=O)NCc2cccs2)c1CC | 26.5%[57.1 µM] | -22.1% | 28.2 | -0.8 | -1.9% | 3.9 | -0.7 | -11.3% | 4.7%[57.1 µM]
CC1CCN(c2nnc(-n3cccc3CNc3cccc(F)c3)s2)CC1 | 14.3% | -18.6% | . | -1.4 | -1.9% | -0.9 | -0.7 | 1.4% | -2.0%
